ELG1 repair inh: qHTS screen for small molecules that inhibit ELG1-dependent DNA repair in human embryonic kidney (HEK293T) cells expressing luciferase-tagged ELG1; AID 504467, 2011; 330,000 compounds, 2.3% hits; HEK293T ELG1-luciferase reporter, luminescence, 16 h; DNA damage induced by 5-fluorouridine; Potency, µM (doses to about 46.1 µM), for the others: at the top dose activity change, negative = inhibition, usual class: inhibitors; note: potency is the fitted concentration of half-maximal effect; % is set by controls: 0 for no effect and ±100 for the full control effect; nearly all actives have a fitted effect of over 55% in size
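Quantitative HTS, concentration-response format. 2,000 cells/well co-treated with 5-fluorouridine and compound, 16 hr in 5% CO2 at 37 °C; ONE-Glo luminescence read after 30 min.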
TCR act: Activators of T cell receptors: qHTS campaign | primary human leukocytes, anti-CD3, IL-2 HTRF, 48 h | Potency, µM (series often up to 9.22 µM), without a hit: at the top dose activation of IL-2 secretion, usual class: activators | 330,000 tested, under 10 active | AID 504894, 2011; note: % of control where 0% means no effect
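Primary human leukocytes were stimulated with a-CD3 beads plus compounds for 48 hr without co-stimulation; secreted IL-2 was quantified by HTRF using a-IL-2-K (europium cryptate) and a-IL-2-d2, excited at 320nm with acceptor emission read at 665nm.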
BCR signal inh: qHTS Assay to Find Inhibitors of Chronic Active B-Cell Receptor Signaling. AID 493014, 2011. ABC-DLBCL IkBa-CBG/CBR reporter, luminescence ratio, 4 h. 340,000 compounds, 0.05% hits. Potency, µM (series often up to 46.1 µM), for inactives: at the highest dose ratio change, negative = lower green/red ratio, usual class: inhibitors; active = well fitted inhibition curve with a large enough effect in the signal ratio, with a control signal flat, not every such curve was filed as active; inconclusive = small, poorly fitted or top-dose-only effect, or effect the other way, or a change in a side signal; the % refers to the signal ratio;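 note: potency is the fitted concentration of half-maximal effect; plate controls were basal doxycycline-induced cells for no effect and cells given 10 µM MG132 for full effect; MG132 reads +100%, hits lower the ratio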
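Compounds up to 46 uM were incubated four hours with TMD8 cells whose green CBG68 luciferase is fused to IkappaBalpha; red CBR luminescence normalised the signal, and concentration-effect curves were fitted to fusion, red and ratio data.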
Tb PFK inh: qHTS Assay to Find Inhibitors of T. brucei phosphofructokinase | AID 485367, 2010 | 330,000 compounds, 0.17% hits | T. brucei PFK, ADP-Glo luminescence | Potency, µM (top dose mostly 57.5 µM), for the others: at the top dose activity, negative = inhibition, actives largely listed as inhibitors;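 note: potency is the fitted concentration of half-maximal effect; 0% = uninhibited 1x PFK enzyme wells and -100% = no-enzyme wells; nearly all actives have a fitted effect of over 60% in size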
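Activity is normalized to no-enzyme wells (full inhibition) and 1.25 nM enzyme wells (no inhibition). Reaction: 0.5 mM F6P, 0.1 mM ATP, 45 min RT, ADP-Glo luminescence; concentration-response curves fitted and classed by quality.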
uPA surface inh: qHTS for Inhibitors of Cell Surface uPA Generation; 330,000 compounds, 0.31% hits; cell surface uPA generation assay, qHTS; AID 540303, 2011; Potency, µM (top dose mostly 38.3 µM), inactives show top-dose activity change, negative = inhibition, most hits filed as inhibitors; active = well fitted inhibition curve with a large enough effect; inconclusive = small, poorly fitted or top-dose-only effect; inactive = no such curve, though single readings can be large or run the other way; tested in mouse RAW 264.7 cells; note: potency is the fitted concentration of half-maximal effect; % is set by controls: 0 for no effect and ±100 for the full control effect; nearly all actives have a fitted effect of over 55% in size
B2AR arrestin: qHTS assay of beta-arrestin-biased ligands of beta2-adrenergic receptor; 330,000 compounds, 0.02% hits; beta-arrestin recruitment to beta2AR, cell-based reporter; AID 492947, 2010; Potency, µM (doses to about 46.1 µM), inactives show top-dose activation, hits mostly activators; Beta-2 adrenergic receptor (Homo sapiens), P07550;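 note: potency is the fitted concentration of half-maximal effect; 0% = DMSO controls and full agonism = EC100 isoproterenol or metaproterenol; nearly all actives have a fitted effect of over 65% in size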
Target sequence (P07550 whole entry, looked up): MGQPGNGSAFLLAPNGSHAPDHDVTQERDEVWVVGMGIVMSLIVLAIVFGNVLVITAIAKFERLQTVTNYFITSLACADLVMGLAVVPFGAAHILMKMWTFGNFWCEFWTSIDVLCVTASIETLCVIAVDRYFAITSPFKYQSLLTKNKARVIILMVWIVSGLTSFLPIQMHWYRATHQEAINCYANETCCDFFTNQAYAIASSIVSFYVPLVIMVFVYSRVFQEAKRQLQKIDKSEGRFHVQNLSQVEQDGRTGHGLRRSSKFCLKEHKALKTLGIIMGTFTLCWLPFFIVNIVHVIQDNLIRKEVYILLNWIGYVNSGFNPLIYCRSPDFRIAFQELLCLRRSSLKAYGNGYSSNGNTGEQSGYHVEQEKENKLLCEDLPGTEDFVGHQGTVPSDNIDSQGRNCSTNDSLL
USP2a block: qHTS Assay for Inhibitors of Ubiquitin-specific Protease USP2a Using CHOP2 as the Reporter; Ubiquitin carboxyl-terminal hydrolase 2 (Homo sapiens), O75604; USP2 core, Ub-CHOP2 coupled fluorogenic reporter, 485/531; Potency, µM (titrated, usually from 38.3 µM), for inactives: at the highest dose activity change, negative = inhibition, usual class: inhibitors; 330,000 compounds, 0.01% hits; AID 463254, 2010;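 note: potency is the fitted concentration of half-maximal effect; plate controls were DMSO wells for no effect and full inhibition by NEM control for full effect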
Target sequence (O75604 whole entry, looked up): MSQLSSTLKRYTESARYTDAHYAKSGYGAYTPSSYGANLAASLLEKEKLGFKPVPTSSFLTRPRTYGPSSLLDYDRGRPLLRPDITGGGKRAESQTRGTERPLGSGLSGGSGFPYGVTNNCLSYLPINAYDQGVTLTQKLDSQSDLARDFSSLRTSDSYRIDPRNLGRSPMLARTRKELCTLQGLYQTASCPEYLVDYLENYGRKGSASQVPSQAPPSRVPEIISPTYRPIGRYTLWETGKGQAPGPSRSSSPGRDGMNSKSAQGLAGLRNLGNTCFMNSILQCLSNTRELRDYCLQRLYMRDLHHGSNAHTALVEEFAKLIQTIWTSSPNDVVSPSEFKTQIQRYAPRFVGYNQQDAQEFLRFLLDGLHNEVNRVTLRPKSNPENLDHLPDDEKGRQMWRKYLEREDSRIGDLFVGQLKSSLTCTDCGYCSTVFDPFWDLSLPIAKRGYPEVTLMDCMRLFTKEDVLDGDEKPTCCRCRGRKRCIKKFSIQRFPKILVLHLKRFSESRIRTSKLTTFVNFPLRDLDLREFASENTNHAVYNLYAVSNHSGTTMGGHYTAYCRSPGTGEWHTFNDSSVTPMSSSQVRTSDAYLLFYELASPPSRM
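Deubiquitinase activity read as fluorescence (485/531 nm) after Ub-CHOP2 cleavage activates the enterokinase reporter on its substrate; USP2 core 10nM, Ub-CHOP2 and substrate 25nM each, 30min compound preincubation then 60min RT; data normalized to NEM, curves fitted.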
Mito fusion act: qHTS Assay for Small Molecule Inhibitors of Mitochondrial Division or Activators of Mitochondrial Fusion. S. cerevisiae fusion-defective mutant growth rescue, CellTiterGlo 48 h. Potency, µM (titrated, usually from 46.1 µM), without a hit: at the highest dose growth rescue (activation), usual class: activators. 320,000 compounds, 0.23% hits. AID 485298, 2010;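 note: potency is the fitted concentration of half-maximal effect; % of control where 0% means no effect; nearly all actives have a fitted effect of over 45% in size; temperature-sensitive fusion mutants such as fzo1-1 at 37 °C on non-fermentable ethanol glycerol medium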
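Yeast fusion mutant, YPEG (non-fermentable carbon), compound, 48 h at 37C non-permissive; CellTiterGlo added, 10 min RT, luminescence read. Rescued growth = division inhibition.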
TSG101-PTAP inh: qHTS Assay for Iinhibitors of HIV-1 Budding by Blocking the Interaction of PTAP/TSG101; Tumor susceptibility gene 101 protein (Homo sapiens), Q99816; Fluorescence polarization, FITC-PTAP peptide / Tsg101 binding; Potency, µM (series often up to 115 µM), inactives show top-dose activity change, negative = inhibition, usual class: inhibitors; 340,000 tested, under 10 active; active = well fitted inhibition curve with a large enough effect in the main read-out, with a control signal flat, not every such curve was filed as active; inconclusive = small, poorly fitted or top-dose-only effect, or effect the other way, or a change in a side signal; inactive = no such curve, though single readings can be large or run the other way; note: potency is the fitted concentration of half-maximal effect; % of control where 0% means no effect
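Compounds were pin-transferred onto Tsg101 binding domain (10 uM final) in HEPES pH 7.5 buffer, then FITC-PTAP peptide was added at 50 nM final. After 20 min at RT, polarization reported peptide displacement across a qHTS concentration series.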
Eya2 inh: qHTS Assay for Inhibitors of the Phosphatase Activity of Eya2. AID 488837, 2010. 330,000 compounds, 0.006% hits. recombinant Eya2, OMFP fluorescence dephosphorylation (OMFP is methylfluorescein phosphate). Potency, µM (top dose mostly 76.9 µM), inactives show at the highest dose activity, negative = inhibition, actives largely listed as inhibitors; note: potency is the fitted concentration of half-maximal effect; % is set by controls: 0 for no effect and ±100 for the full control effect
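Eya2 (0.2 uM) preincubated 10 min at ambient with compound, then OMFP substrate added at 50 uM; 10 min reaction in 50 mM HEPES pH 7.5, 50 mM NaCl, 5 uM MgCl2, 0.05% BSA, 1 mM DTT. Fluorescence read at Ex 485/Em 525 nm.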
TSHR antagonist: Antagonists of the Thyroid Stimulating Hormone Receptor: HTS campaign. TSHR-expressing cells, TSH-stimulated cAMP HTRF, 2 h; hits give low values. activity change, negative = inhibition, % at 11.5 µM. 330,000 compounds, 0.2% hits. AID 504810, 2011;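 active = activity change below a set negative limit, meaning inhibition stronger than a set level, cut at about -70% in these data; inconclusive = activity change between two set negative limits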; note: % is set by controls: 0 for no effect and ±100 for the full control effect
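Antagonism was scored as loss of TSH-driven cAMP in TSHR cells, stimulated with 4nM TSH (EC80) for 2 hours at 37 deg C and detected by homogeneous HTRF competition immunoassay.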
Active calls of the source: *; [ ] = remark or other dose. Unless noted, calls come from the whole dose curve; as a rule, active = well fitted curve in the direction sought with a large enough effect; inconclusive = small, poorly fitted or top-dose-only effect, or another doubt; inactive = no such curve, though single readings can be large; an effect the other way counts as inactive or inconclusive. Hits appear at their usual frequency, and some 3% of all compounds hit somewhere here.

How did CC1=CC(C)C2C(=O)N(CCCN(C)C)C(=O)C2C1 (configuration not stated) do in these assays?
ELG1 repair inh: 13%; TCR act: -6%; BCR signal inh: inconclusive; Tb PFK inh: -5%; uPA surface inh: 1%; B2AR arrestin: -0.3%; USP2a block: 3%; Mito fusion act: -2%; TSG101-PTAP inh: -3%; Eya2 inh: -16%; TSHR antagonist: -5

What do the screens show for `CCN(CC(=O)Nc1c(F)cccc1F)C(=O)CN1C(=O)c2ccccc2C1=O`?
ELG1 repair inh: -1%; TCR act: -10%; BCR signal inh: inconclusive; Tb PFK inh: 2%; uPA surface inh: 7%; B2AR arrestin: -0.2%; USP2a block: 2%; Mito fusion act: 8%; TSG101-PTAP inh: -1%; Eya2 inh: 19%; TSHR antagonist: 0

Results for O=C(CSc1nnc(-c2ccncc2)n1C1CCCCC1)Nc1ccccc1 ?
ELG1 repair inh: -2%; TCR act: -4%; BCR signal inh: -2%; Tb PFK inh: -1%; uPA surface inh: -3%; B2AR arrestin: 0.0%; USP2a block: 2%; Mito fusion act: 8%; TSG101-PTAP inh: -7%; Eya2 inh: 12%; TSHR antagonist: 7

Results for COC(=O)C(C(=O)Nc1ccc(OC)cc1)C1CCCCCC1 (configuration not stated) ?
ELG1 repair inh: inconclusive; TCR act: 2%; BCR signal inh: 4%; Tb PFK inh: -4%; uPA surface inh: -11%; B2AR arrestin: -0.5%; USP2a block: -1%; Mito fusion act: 2%; TSG101-PTAP inh: 0%; Eya2 inh: -8%; TSHR antagonist: 0

What do the screens show for `O=C(COC(=O)CCN1C(=O)c2ccccc2C1=O)Nc1ccccc1[N+](=O)[O-]`?
ELG1 repair inh: 13%; TCR act: 1%; BCR signal inh: -2%; Tb PFK inh: 3%; uPA surface inh: 7%; B2AR arrestin: -0.2%; USP2a block: -1%; Mito fusion act: 7%; TSG101-PTAP inh: -1%; Eya2 inh: 20%; TSHR antagonist: 4

What do the screens show for `Cn1cnc([N+](=O)[O-])c1Sc1ncccc1N`?
ELG1 repair inh: 26%; TCR act: 1%; BCR signal inh: 11%; Tb PFK inh: -11%; B2AR arrestin: -0.3%; USP2a block: -5%; Mito fusion act: -1%; TSG101-PTAP inh: 2%; Eya2 inh: 11%; TSHR antagonist: 5

How did CC(=O)CCCC(NS(=O)(=O)CCC(Cl)(Cl)Cl)c1ccccc1 (configuration not stated) do in these assays?
ELG1 repair inh: 2%; TCR act: 0%; BCR signal inh: -16%; Tb PFK inh: 5%; uPA surface inh: 13%; B2AR arrestin: -0.8%; USP2a block: 3%; Mito fusion act: 4%; TSG101-PTAP inh: 0%; Eya2 inh: 2%; TSHR antagonist: -1

How did CCCCc1nc2cc(C(=O)N3CCN(c4nc(C)cnc4C)CC3)ccc2o1 do in these assays?
ELG1 repair inh: inconclusive; TCR act: 7%; BCR signal inh: inconclusive; Tb PFK inh: 1%; uPA surface inh: -7%; B2AR arrestin: 0.0%; USP2a block: 1%; Mito fusion act: 2%; TSG101-PTAP inh: -5%; Eya2 inh: 1%; TSHR antagonist: -9

Results for CC1(C)CC(=O)C([N+](=O)[O-])=C(NCCCO)C1 ?
ELG1 repair inh: 15%; TCR act: -1%[46.1 µM]; BCR signal inh: 3%; Tb PFK inh: -1%; uPA surface inh: 1%; B2AR arrestin: -0.7%; USP2a block: 5%; Mito fusion act: -3%; TSG101-PTAP inh: -4%; Eya2 inh: 6%; TSHR antagonist: 7

What do the screens show for `NC(=O)c1c(NC(=O)c2ccncc2)sc2c1CCCC2`?
ELG1 repair inh: 11%; TCR act: -4%; BCR signal inh: 5%; Tb PFK inh: -7%; uPA surface inh: -25%; B2AR arrestin: -0.2%; USP2a block: 1%; Mito fusion act: 0%; TSG101-PTAP inh: -3%; Eya2 inh: -2%; TSHR antagonist: -7

How did Cc1nc2oc3c(NCc4ccccn4)ncnc3c2c2c1COC(C)(C)C2 do in these assays?
ELG1 repair inh: inconclusive; TCR act: 2%; BCR signal inh: 13%; Tb PFK inh: -5%; B2AR arrestin: -0.3%; USP2a block: -1%; Mito fusion act: 8%; TSG101-PTAP inh: -8%; Eya2 inh: -23%; TSHR antagonist: -4

Results for Cc1cc(C(=O)N/N=C/c2cc(Br)c(Br)o2)n[nH]1 ?
ELG1 repair inh: inconclusive; TCR act: 2%; BCR signal inh: inconclusive; Tb PFK inh: -10%; uPA surface inh: -5%; B2AR arrestin: -0.1%; USP2a block: 3%; Mito fusion act: 11%; TSG101-PTAP inh: 3%; Eya2 inh: 3%; TSHR antagonist: 1

Results for O=S(=O)(NCc1ccc2c(c1)OCO2)c1cccc(S(=O)(=O)N2CCOCC2)c1 ?
ELG1 repair inh: -2%; TCR act: -2%; BCR signal inh: -2%; Tb PFK inh: 3%; uPA surface inh: 7%; B2AR arrestin: -0.4%; USP2a block: 0%; Mito fusion act: -1%; TSG101-PTAP inh: -3%; Eya2 inh: 21%; TSHR antagonist: -13

What do the screens show for `O=C(NCCc1ccccc1)c1ccc2c(=O)[nH]c3c(C(=O)NCC4CCCO4)sc(=S)n3c2c1` (configuration not stated)?
ELG1 repair inh: -12%; TCR act: 10%; BCR signal inh: 13%; Tb PFK inh: -3%; uPA surface inh: -1%; B2AR arrestin: -0.2%; USP2a block: 3%; Mito fusion act: 1%; TSG101-PTAP inh: 0%; Eya2 inh: 13%; TSHR antagonist: inconclusive

How did CC(C)c1cc(C(=O)NCc2cccnc2)no1 do in these assays?
ELG1 repair inh: 29%; TCR act: -25%; BCR signal inh: 1%; Tb PFK inh: 6%; B2AR arrestin: 1.1%; USP2a block: 3%; Mito fusion act: 0%; TSG101-PTAP inh: 0%; Eya2 inh: 9%; TSHR antagonist: 13

How did O=C(Nc1ccc(O)cc1)c1ccc2c(c1)C(=O)N(N1C(=O)c3ccccc3C1=O)C2=O do in these assays?
ELG1 repair inh: 11%; TCR act: 3%; BCR signal inh: inconclusive; Tb PFK inh: 0%; uPA surface inh: 5%; B2AR arrestin: -0.4%; USP2a block: 2%; Mito fusion act: -2%; TSG101-PTAP inh: 0%; Eya2 inh: -3%; TSHR antagonist: -1

Results for O=C(Nc1cccnc1)Nc1cc(Cl)cc(Cl)c1 ?
ELG1 repair inh: -10%; TCR act: -2%; BCR signal inh: 0%; Tb PFK inh: -27%; uPA surface inh: 10%; B2AR arrestin: -1.1%; USP2a block: -1%; Mito fusion act: 6%; TSG101-PTAP inh: -2%; Eya2 inh: -8%; TSHR antagonist: -33

What do the screens show for `O=C(OCC1OC(n2ncc(=O)[nH]c2=O)C(OC(=O)c2ccccc2)C1OC(=O)c1ccccc1)c1ccccc1` (configuration not stated)?
ELG1 repair inh: -1%; TCR act: -6%; BCR signal inh: 17%; Tb PFK inh: 2%; uPA surface inh: -12%; B2AR arrestin: 3.6%; USP2a block: inconclusive; Mito fusion act: 9%; TSG101-PTAP inh: -5%; Eya2 inh: 7%; TSHR antagonist: -15

Results for CC(C)CCNC(=O)C1CCN(c2nnc(-n3cccc3)s2)CC1 ?
ELG1 repair inh: 8%; TCR act: -3%; BCR signal inh: -3%; Tb PFK inh: -4%; uPA surface inh: -8%; B2AR arrestin: -0.2%; USP2a block: 1%; Mito fusion act: -2%; TSG101-PTAP inh: -1%; Eya2 inh: -18%; TSHR antagonist: 2

What do the screens show for `COc1cc(C2CC(=O)Oc3c2c(=O)n(C)c2ccccc32)ccc1O` (configuration not stated)?
ELG1 repair inh: 11%; TCR act: -2%; BCR signal inh: -4%; Tb PFK inh: 1%; uPA surface inh: -5%; B2AR arrestin: 0.1%; USP2a block: 1%; Mito fusion act: -2%; TSG101-PTAP inh: -7%; Eya2 inh: 8%; TSHR antagonist: -5

High-throughput results: PubChem BioAssay, National Center for Advancing Translational Sciences (NCATS)
